# High-throughput results deposited in PubChem BioAssay by National Center for Advancing Translational Sciences (NCATS).
# a7 integrin act = qHTS for Activators of Integrin-Mediated Alleviation for Muscular Dystrophy. alpha7betagal myoblasts, beta-gal FDG fluorescence, 48 h. Potency, µM (top dose mostly 38.3 µM), for inactives: at the top dose activation, actives largely listed as activators. 350,000 compounds, 0.064% hits. AID 624291, 2012; active means well fitted activation curve with a large enough effect; inconclusive means small, poorly fitted or top-dose-only effect; inactive means no such curve, though single readings can be large or run the other way;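 further: 100% = response of the positive control SU9516; nearly all actives have a fitted effect of over 60% in size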
#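 alpha7betagal+/- myoblasts (passage 13, 250/well) treated 48 h at 37C with compounds at 1:260 dilution of DMSO stock. Lysed, then beta-galactosidase activity read as FDG fluorescence (ex 480/em 540) after 30 min, with pre-read for autofluorescence.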
# Starred values were filed as active, the others as inactive; ? = inconclusive; [ ] = another dose, or the depositor's remark. Potency means the concentration at half of the fitted maximal effect. An excerpt; the hit share may differ from the screen's.
SMILES,a7 integrin act
COc1cccc(/C=C/C(=O)OCC(=O)c2ccc[nH]2)c1,-18%
COc1ccccc1N1CCN(CCS(=O)(=O)c2cc(Cl)ccc2Cl)CC1,-24%
CNC(=O)C[C@H]1C(=O)N(Cc2ccccc2)C[C@@H]1CSC,8%
COCCN(C(=O)COC(=O)c1ccc(Br)o1)c1c(N)n(Cc2ccccc2)c(=O)[nH]c1=O,10%
COc1ccc(NC(=O)N(C)C[C@H]2OCc3cnnn3CCCC(=O)N([C@H](C)CO)C[C@@H]2C)cc1,22%
Cc1noc(C)c1C(=O)N(C)C[C@@H]1OCc2ccccc2-c2c(n(C)c3ccccc23)C(=O)N([C@H](C)CO)C[C@H]1C,-7%
CCc1noc(C)c1C(=O)N1CCN(c2ccc([N+](=O)[O-])cc2)CC1,-16%
C[C@H](CO)N1C[C@H](C)[C@@H](CN(C)C(=O)c2ccccn2)Oc2cc(Br)ccc2S1(=O)=O,-6%
COc1ccccc1CN1CC(C(=O)NCC2(O)CCCCC2)CCC1=O (centres undefined),-6%
COc1ccc(C=C2OC(=O)C(C(C)=O)=C2O)cc1,10%
O=C(NCc1ccc(F)cc1)N1[C@H]2CC[C@@H]1C=C(c1ccc(F)cc1OCc1ccccc1)C2,-12%
O=C1C(=C(c2ccccc2)N2CCOCC2)Cc2ccccc21,-61%[inhibitor]
CN(C(=O)CSc1nc(N)cc(=O)[nH]1)C1CCCCC1,-24%
Cc1ccc(C=O)c([B-](F)(F)F)c1,-6%
O=[N+]([O-])c1ccc(CN2CC(N3CCN(CCO)CC3)CS2(=O)=O)cc1 (centres undefined),-10%
O=C(c1cc(C2CC2)nn1-c1ccccc1)N1CCN(S(=O)(=O)c2ccc(F)cc2)CC1,-4%
O=C(O)C1=C(C(=O)O)C2CCC1C2,12%
CCn1c(CN2CCC(C)CC2)nc2cc(S(=O)(=O)N3CCCCC3)ccc21,-33%
Cc1c(C(=O)NNC(=O)c2csc(N3CCOCC3)n2)oc2ccc(Br)cc12,1%
Cc1ccc2nc(-c3ccc(Br)cc3)cc(C(=O)NCC3CCCO3)c2c1 (centres undefined),-7%
C[C@H](O)[C@@H]1CN2CCc3c([nH]c4ccccc34)[C@@H]2C[C@@H]1N(C)Cc1cc(Cl)cc(Cl)c1,1%
C[C@H](CO)N1C[C@H](C)[C@H](CN(C)C(=O)c2ccncc2)OCc2ccccc2-c2c(n(C)c3ccccc23)C1=O,-13%
C[C@H](O)C#Cc1cnc2c(c1)C(=O)N([C@H](C)CO)C[C@@H](C)[C@@H](CN(C)Cc1ccc(-c3ccccc3)cc1)O2,1%
CCCCCCc1nc2nc(Cl)c(Cl)nc2[nH]1,20%
CC(=O)Nc1cccc(NC(=O)NC2CC(=O)N(c3ccc4c(c3)OCCO4)C2)c1 (centres undefined),-16%

# Three of these compounds in a different format:
structure	a7 integrin act
CCc1noc(C)c1C(=O)N1CCN(c2ccc([N+](=O)[O-])cc2)CC1	-16%
O=C1C(=C(c2ccccc2)N2CCOCC2)Cc2ccccc21	-61%[inhibitor]
Cc1noc(C)c1C(=O)N(C)C[C@@H]1OCc2ccccc2-c2c(n(C)c3ccccc23)C(=O)N([C@H](C)CO)C[C@H]1C	-7%

# The listing continues.
SMILES,a7 integrin act
c1cc2c(c(CC3CO3)c1CC1CO1)OCCOCCOCCOCCO2 (centres undefined),-25%
COc1cc(/C=C/C(=O)OCC(=O)N2CC(C)OC(C)C2)ccc1OCC#N (centres undefined),-16%
CCc1cc(C(=O)NC2CCCc3c2cnn3-c2ccc(F)cc2F)no1 (centres undefined),12%
N#CCCN(CCCN1CCOCC1)CN1C(=O)c2ccccc2C1=O,3%
CCOC(=O)c1oc2ccccc2c1COC(=O)CNC(=O)c1ccccc1F,-18%
CCCCCCn1c(=O)n2n(c1=O)C[C@]1(OC(=O)NC3CCCC3)CN(S(=O)(=O)c3ccc(C)cc3)C[C@]1(O)C2,7%
COc1ccc(OC)c2c1C(=O)CC2C (centres undefined),24%
COc1ccc(-c2ccc(SCC(=O)NC3CCCC3)nn2)cc1,-8%
O=C(CCNC(=O)C1CCN(S(=O)(=O)c2ccc(F)cc2)CC1)NCc1ccccn1,8%
COc1ccc(-c2cnc3c(c2)C(=O)N([C@H](C)CO)C[C@H](C)[C@H](CN(C)C(=O)Cc2cccnc2)O3)cc1,-8%
COc1ccc(NC(=O)N(C)C[C@@H]2Oc3cc(Br)ccc3S(=O)(=O)N([C@H](C)CO)C[C@H]2C)cc1,9%
Cc1cccc(CNC(=O)C2CCC(=O)N(CCCc3ccccc3)C2)c1 (centres undefined),-14%
CSc1ccccc1OCc1cc(C(=O)NCC(C)Oc2cccnc2)no1 (centres undefined),-15%
CC(=O)c1ccc(S(=O)(=O)NCCOc2ccccc2)cc1,20%
C[C@H]1Cn2cnc(C(=O)Nc3ccccc3)c2C(=O)N1,22%
COc1ccc([C@H]2CN(c3ccc(OC)cc3)C(=O)[C@@H]2CC(=O)Nc2ccc(Br)cc2)cc1,-9%
CCCCN1C(=O)C(CC(=O)NC(c2ccccc2)c2ccccc2)CC(C(=O)N(C)C)=C1C (centres undefined),6%
Cc1ccc(NC(=O)CN(C)C(=O)COC(=O)COc2cc(C)cc(C)c2)cc1,-13%
O=C(NC(=S)Nc1cc(Cl)ccc1Cl)c1ccco1,-9%
O=C(Nc1ccc2c(c1)[C@@H]1C[C@@H](CC(=O)N3CCOCC3)O[C@@H](CO)[C@@H]1O2)NC1CCCC1,28%
CC(=O)NC(=Cc1ccccc1)C(=O)N1CCCC1C(=O)O (centres undefined),-7%
CC1C(=O)N(Cc2cn(CC3CCCCC3)nn2)CCS(=O)(=O)N1Cc1ccc(-c2cccc(N(C)C)c2)cc1 (centres undefined),6%
O=C(NCc1ccco1)c1ccc(OC2CCN(Cc3ccccn3)CC2)cc1,-12%
CCSCC(C)(C)n1[nH]c2ccccc2c1=O,21%
Cc1ccc(C)c(NC(=O)COC(=O)c2ccc(S(=O)(=O)N3CCCC3)cc2)c1,2%

# Arranged by count of non-hydrogen atoms (ascending): some entries from above
SMILES,a7 integrin act
CCSCC(C)(C)n1[nH]c2ccccc2c1=O,21%
CC(=O)NC(=Cc1ccccc1)C(=O)N1CCCC1C(=O)O (centres undefined),-7%
Cc1cccc(CNC(=O)C2CCC(=O)N(CCCc3ccccc3)C2)c1 (centres undefined),-14%
COc1ccc([C@H]2CN(c3ccc(OC)cc3)C(=O)[C@@H]2CC(=O)Nc2ccc(Br)cc2)cc1,-9%
COc1ccc(NC(=O)N(C)C[C@@H]2Oc3cc(Br)ccc3S(=O)(=O)N([C@H](C)CO)C[C@H]2C)cc1,9%
CCCCCCn1c(=O)n2n(c1=O)C[C@]1(OC(=O)NC3CCCC3)CN(S(=O)(=O)c3ccc(C)cc3)C[C@]1(O)C2,7%

# Later entries:
SMILES,a7 integrin act
COCOCCn1cc(CN2CCS(=O)(=O)N(Cc3ccc(-c4ccc(Cl)nc4)cc3)C(C(C)C)C2=O)nn1 (centres undefined),-13%
CCCN(C(=O)CSc1nnc(-c2ccncc2)n1CCC)c1c(N)n(Cc2ccccc2)c(=O)[nH]c1=O,0%
COc1ccc(-c2ccc3[nH]c4c(c3c2)CCN2C[C@@H]([C@H](C)O)[C@@H](N(C)C(=O)Nc3cc(Cl)cc(Cl)c3)C[C@@H]42)cc1,-63%[inhibitor]
O=C(CSc1ccc2c(c1)OCCO2)Nc1ccccc1,5%
CCc1ccc(N2CC(C(=O)N3CCN(c4ccc([N+](=O)[O-])cc4)CC3)CC2=O)cc1 (centres undefined),-3%
COc1ccc([C@H]2C[C@H](O)[C@@H](n3cc(COC(=O)c4ccccc4)nn3)CN2C(=O)C2CCCCC2)cc1,1%
COc1ccccc1OCc1cc(C(=O)N(C)CCC2CCOCC2)no1,14%
COc1ccc(S(=O)(=O)N2CCOC2CNC(=O)C(=O)NCc2ccc3c(c2)OCO3)cc1C (centres undefined),-20%
CC1(C)CC(=O)C=C(c2n[nH]nc2C2=CCCCC2)C1,3%
COc1ccc(NC(=O)N(C)C[C@H]2OCc3cnnn3CCCC(=O)N([C@@H](C)CO)C[C@H]2C)cc1,20%
C[C@@H]1CN([C@H](C)CO)C(=O)CCCn2nncc2CO[C@@H]1CN(C)C(=O)OCc1ccccc1,16%
COc1cccc(NC(=O)N(C)C[C@H]2Oc3ncc(Br)cc3C(=O)N([C@H](C)CO)C[C@H]2C)c1,12%
O=C(O)Cn1ccc2cc(S(=O)(=O)N3CCCCC3)ccc21,-15%
COc1cc2nc3n(c(=O)c2cc1OC)-c1cc2ccccc2cc1C(=O)NC3CC(C)C (centres undefined),19%
COc1ccc(-c2ccc(CN3C(C(C)C)C(=O)N(Cc4cn(CC5CCCCC5)nn4)CCS3(=O)=O)cc2)cc1OC (centres undefined),-12%
CCCCn1nc(C(=O)NC2CCCCC2)c2ccccc2c1=O,-14%
Cc1ccc(CN(C)C[C@@H]2OCc3cnnn3CCCC(=O)N([C@@H](C)CO)C[C@H]2C)cc1,11%
Cc1ccc([C@H]2N[C@]3(CCCN(Cc4ccc(Br)cc4)C3=O)[C@H]3C(=O)N(Cc4ccccc4)C(=O)[C@@H]23)cc1,-38%
O=C(NCCCN1CCOCC1)C(=O)NCC1OCCN1S(=O)(=O)c1ccc(Cl)cc1 (centres undefined),-2%
Cc1ccc(S(=O)(=O)N2Cc3ccccc3CC2C(N)=O)cc1 (centres undefined),?
C[C@H]1CN([C@@H](C)CO)C(=O)CCCn2cc(nn2)CO[C@@H]1CN(C)C(=O)Nc1cccc(Oc2ccccn2)c1,3%
O=C(COC(=O)c1ccc(Cl)c(S(=O)(=O)N2CCCCCC2)c1)NCc1ccccc1,1%
CSc1ncnc2c1ncn2CCCN1CCN(c2ncccn2)CC1,15%
O=C(Cc1c(Cl)cccc1Cl)OCC(=O)c1ccc[nH]1,-10%
CCCCC1CCC(C(=O)N(CCC(C)C)c2c(N)n(CCCC)c(=O)[nH]c2=O)CC1 (centres undefined),1%

# 2 records picked at random from those above, as already listed:
SMILES,a7 integrin act
Cc1ccc([C@H]2N[C@]3(CCCN(Cc4ccc(Br)cc4)C3=O)[C@H]3C(=O)N(Cc4ccccc4)C(=O)[C@@H]23)cc1,-38%
CSc1ncnc2c1ncn2CCCN1CCN(c2ncccn2)CC1,15%

# A stretch of the results above, as a working copy:
SMILES,a7 integrin act
O=C(Cc1c(Cl)cccc1Cl)OCC(=O)c1ccc[nH]1,-10%
CCCCC1CCC(C(=O)N(CCC(C)C)c2c(N)n(CCCC)c(=O)[nH]c2=O)CC1 (centres undefined),1%

# Continued:
SMILES,a7 integrin act
CSc1ncnc2c1ncn2CCCN1CCN(Cc2cccc3ccccc23)CC1,-9%
CCc1ccc(-c2n[nH]nc2C2=CC(=O)C[C@H](c3ccc(F)cc3)C2)cc1,-23%
FC(F)(F)c1nc2nc(Cl)c(Cl)nc2n1CCCN1CCOCC1,-23%
COc1ccc(C(=O)OCC(=O)N(Cc2ccccc2)Cc2ccccc2)c(O)c1,-4%
COc1ccc(CN(C)[C@H]2C[C@H]3c4[nH]c5ccccc5c4CCN3C[C@H]2[C@H](C)O)cc1,0%
C[C@H](CO)N1C[C@H](C)[C@@H](CN(C)C(=O)Nc2ccc(N3CCN(C)CC3)cc2)OCc2cnnn2CCCC1=O,16%
C[C@@H]1CN([C@H](C)CO)C(=O)CCCn2nncc2CO[C@H]1CN(C)Cc1ccc(Oc2ccccc2)cc1,-25%
CCCC#Cc1cnc2c(c1)C(=O)N([C@H](C)CO)C[C@H](C)[C@@H](CN(C)C(=O)CCN1CCCCC1)O2,-4%
c1ccc(CN2CCC3CC2c2cc(N4CCCCC4)ccc23)cc1 (centres undefined),-13%
COc1ccc(S(=O)(=O)N2CCCCCC2)cc1C(=O)N1CCN(C(C)=O)CC1,-18%
COCCCN1C(=O)C(CC(=O)NC2CCCCC2)CC(C(=O)N(C)C)=C1C (centres undefined),-9%
Cc1ccc(-c2nc3c(c(SCC(=O)N4CCCC4)n2)COC(C)(C)C3)cc1,-5%
COCCn1c(SCC(=O)Nc2ccc3c(c2)OCCO3)nc2ccccc2c1=O,6%
CCOc1ccc(OCC(=O)NCCS(=O)(=O)N2CCN(c3ccccc3)CC2)cc1,-2%
Cc1ccccc1-c1nc2ccccc2c(=O)o1,12%
Cc1ccccc1NC(=O)Cc1nc(COC(=O)CSc2ccc(F)cc2)cs1,-2%
CC(C)c1csc(CN2CCC(C(=O)Nc3cccc(-c4ccco4)c3)CC2)n1,-19%
COc1c(F)cccc1C1=CC(=O)C[C@H](c2ccc(F)cc2)C1,-15%
COc1ccc(NC(C)=O)cc1S(=O)(=O)NCc1ccc2c(c1)OCO2,13%
CCOC(=O)c1nc2ccc(C)cc2c2c1C1CC(c3c(Cl)cccc31)N2C(=O)OCc1ccccc1 (centres undefined),1%
CCN1C(=O)[C@H]2[C@@H](c3ccc(OC)cc3)N[C@]3(CCCN(Cc4ccc(F)cc4)C3=O)[C@H]2C1=O,2%
Cc1c(NC(=O)CSc2nnc(-c3ccccc3F)o2)c(=O)n(-c2ccccc2)n1C,6%
CCN(CC)C(=O)C1=C(C)N(CCCOC)C(=O)C(CC(=O)NC2CCCC2)C1 (centres undefined),-8%
CC(C)CC1C(=O)N(Cc2cn(CCC3OCCO3)nn2)CCS(=O)(=O)N1Cc1ccc(-c2ccncc2)cc1 (centres undefined),21%
C[C@H](CO)N1C[C@H](C)[C@@H](CN(C)Cc2cncnc2)Oc2cc(Br)ccc2S1(=O)=O,3%
COc1ccc(/C=C/C(=O)OCC(=O)N2c3ccccc3CC2C)c(OC)c1 (centres undefined),1%
C[C@H]1CN([C@@H](C)CO)C(=O)CCCn2cc(nn2)CO[C@@H]1CN(C)C(=O)Nc1ccc(N2CCN(C)CC2)cc1,9%
